# GPR151 activ – activators of human GPR151. Q8TDV0. PathHunter beta-arrestin GPR151 cells, luminescence. activation, % at 11.2 µM. hit rate 1% among 650,000; in the data active means activation above about 4.9%;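 further: 0% = median of compound wells and 100% = cells with positive control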
# Target sequence (Q8TDV0 whole entry, looked up): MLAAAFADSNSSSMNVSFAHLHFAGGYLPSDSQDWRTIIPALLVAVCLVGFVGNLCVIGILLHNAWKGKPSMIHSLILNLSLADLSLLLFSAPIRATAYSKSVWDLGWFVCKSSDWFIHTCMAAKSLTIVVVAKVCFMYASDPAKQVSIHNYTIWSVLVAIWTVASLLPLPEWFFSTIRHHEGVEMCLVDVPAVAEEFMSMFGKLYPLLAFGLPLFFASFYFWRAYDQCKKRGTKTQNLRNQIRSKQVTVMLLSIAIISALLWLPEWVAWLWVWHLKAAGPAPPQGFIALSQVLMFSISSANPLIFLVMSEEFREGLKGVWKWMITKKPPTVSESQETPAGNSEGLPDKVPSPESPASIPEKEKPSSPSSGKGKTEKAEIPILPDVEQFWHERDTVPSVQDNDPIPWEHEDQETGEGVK
# TEAD-YAP inh – TEAD-YAP interaction inhibition; HEK-TIYL cells, TEAD-Gal4/YAP UAS-luciferase luminescence; inhibition, % at 9.12 µM; hit rate 1.4% among 640,000; AID 1259422; in the data active means inhibition above about 32%;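 further: 0% = median of test compound wells and 100% = reference inhibitor wells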
# FBW7 act – activators of human E3 ligase FBW7. AlphaScreen FBW7–phospho-cyclin E peptide binding, activator screen. normalized activity (activation), % at 26.1 µM. Q969H0. hit rate 0.13% among 650,000; in the data active means normalized activity above about 1.9%;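 further: purified mutant Fbw7 with reduced substrate affinity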
# MITF primary – blocks human microphthalmia-associated transcription factor | inhibition, % at 2.6 µM | hit rate 0.91% among 650,000 | O75030 | AID 1259374 | AlphaScreen MITF homodimerization, bead proximity signal; in the data active means inhibition above about 50%;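 further: 0% = vehicle wells with protein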
# Target sequence (O75030 whole entry, looked up): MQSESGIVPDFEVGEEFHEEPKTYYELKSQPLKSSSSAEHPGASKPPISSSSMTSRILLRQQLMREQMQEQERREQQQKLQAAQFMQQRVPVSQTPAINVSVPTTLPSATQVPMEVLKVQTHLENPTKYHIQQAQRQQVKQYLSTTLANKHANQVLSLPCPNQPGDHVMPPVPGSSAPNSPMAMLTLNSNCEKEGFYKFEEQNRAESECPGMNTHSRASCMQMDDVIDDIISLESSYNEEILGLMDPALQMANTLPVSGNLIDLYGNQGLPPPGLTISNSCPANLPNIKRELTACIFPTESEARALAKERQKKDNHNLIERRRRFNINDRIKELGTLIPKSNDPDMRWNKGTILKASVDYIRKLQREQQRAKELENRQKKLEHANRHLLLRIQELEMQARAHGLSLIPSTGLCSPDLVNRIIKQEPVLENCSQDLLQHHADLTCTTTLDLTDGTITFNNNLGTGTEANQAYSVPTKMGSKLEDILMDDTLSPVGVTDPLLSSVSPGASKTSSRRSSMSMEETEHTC
# * hit, by the source's call; & = joins results of further samples; ! = repeats disagree. This is a random part of the collection. Share with any hit: about 3.5%.
entry	canonical_smiles	GPR151 activ	TEAD-YAP inh
1	O=[n+]1c2c(n([O-])c3ccccc31)CCC2	-0.8	2
2	COc1ccc2cc(N=Cc3nc(-c4ccc(C)cc4)oc3O)cnc2c1	-0.2	6
3	COc1cccc(CNC(=O)CCC2CCCN(C(=O)c3ccc(CSC)o3)C2)c1 (stereo not given)	0.8	-1
4	COc1ccc(N2C(=O)CC(Nc3cc(C)ccc3C)C2=O)c([N+](=O)[O-])c1 (stereo not given)	0.4	-11
5	Cc1noc(C)c1COC(=O)c1ccc(S(=O)(=O)N2CC(C)CC(C)C2)cc1 (stereo not given)	1.8	9
6	CCCC(=O)Nc1cnc(NC(=O)c2ccccc2Cl)cc1C	-4.6	-34
7	CCOc1cc(C(=O)O/N=C(\N)c2cccc(C)c2)cc(OCC)c1OCC	0.0	3
8	Cc1ccnc(NC(=O)c2ccc([N+](=O)[O-])c(C)c2)c1	-4.7	-26
9	Cc1csc(SCc2cc(=O)c(OC(=O)c3ccc(C)c([N+](=O)[O-])c3)co2)n1	4.9	-4
10	Nc1ncc(Br)cc1S(=O)(=O)NCCC(=O)Nc1ccc(F)cc1	0.4	0

entry	FBW7 act	MITF primary
1	0.0	4
2	-0.1	-4
3	0.0	-3
4	-0.1	-4
5	0.4	7
6	0.2	2
7	-0.1	-15
8	-0.1	-4
9	-0.1	7
10	-0.2	3

# Following part.
entry	canonical_smiles	GPR151 activ	TEAD-YAP inh
11	CC(C)N(C)C1CCN(S(=O)(=O)c2ccc(C(C)(C)C)cc2)CC1	-0.3	10
12	CCC(C)c1ccccc1OCCOc1ccc(/C=C2/C(=N)N3N=C(C(F)(F)F)SC3=NC2=O)cc1OC (stereo not given)	-0.9	18
13	COc1ccccc1CNC(=O)CCC(=O)N(C1CC1)C1CCN(Cc2ccccc2)CC1	0.4	-9
14	O=C(/C=C/c1ccco1)N1CCN(c2ccccc2Cl)CC1	-0.4	2
15	Fc1ccc(-c2nc3cc(C(F)(F)F)cc(Cl)c3nc2-c2ccc(F)cc2)cc1	-1.4	14
16	CC1=CC(C)(C)N(C(=O)CN2C(=O)C3CCCCC3C2=O)c2cc(C)ccc21 (stereo not given)	-1.3	-2
17	CCSc1ncc(Cl)c(C(=O)N2CCN(c3ccc(OC)cc3)CC2)n1	0.2	-11
18	Cc1cc(=O)oc2cc(Oc3ccc(C(N)=O)cc3[N+](=O)[O-])ccc12	-2.0	10
19	CNS(=O)(=O)c1cccc2c(NC(=O)C(C)NC(=O)OCc3ccccc3)cccc12 (stereo not given)	-0.3	-15
20	CC(C)NC(=O)C1CCN(C2CCN(C/C=C/c3ccc(F)cc3)CC2)CC1	-0.5	22

entry	FBW7 act	MITF primary
11	0.8	1
12	-0.1	-5
13	0.2	13
14	-0.3	9
15	0.3	20
16	0.1	20
17	0.1	-14
18	0.6	9
19	-0.1	9
20	-0.1	0

# Remaining list, next part.
entry	canonical_smiles	GPR151 activ	TEAD-YAP inh
21	NC(=O)c1cccc(Nc2nccc(-c3cccc(Nc4ccccc4)c3)n2)c1	0.3	11
22	CCCNC(=O)C(C)n1ncn2cccc2c1=O (stereo not given)	-1.1	13
23	CCCc1cc(CN(C)C(=O)CCC2(Cc3ccco3)CCC(=O)N2)[nH]n1 (stereo not given)	3.5	-10
24	Cc1nc2c(C(=O)NCc3ccc(Cl)cc3)cnn2c(C)c1Cc1ccc(F)cc1Cl	-0.3	13
25	N/C(Cc1cccc2ccccc12)=N\OC(=O)CSc1ccccc1	-0.8	2
26	Cc1nc2nc(CC(=O)O)[nH]n2c(=O)c1Br	-0.7	6
27	COc1ccc(C(=O)NC2(C(F)(F)F)NC(=O)N(Cc3ccco3)C2=O)cc1OC (stereo not given)	-2.2	3
28	COc1cc(/C=N/O)ccc1Oc1ccc(NC(C)=O)cc1	-1.4	-6
29	C=CCOc1ccc(/C=c2/sc3n(c2=O)C(c2ccc(OC)c(OC)c2)C(C(=O)OCC)=C(C)N=3)cc1 (stereo not given)	0.0	4
30	O=C(OCC(=O)N1CCOCC1)c1cnc(Cl)c(Cl)c1	0.9	-1

entry	FBW7 act	MITF primary
21	0.7	12
22	0.1	-3
23	0.0	6
24	0.2	9
25	0.3	16
26	0.0	24
27	-0.1	-5
28	-0.1	6
29	-0.2	-7
30	0.7	19

# Further records.
entry	canonical_smiles	GPR151 activ	TEAD-YAP inh
31	Cc1nccc2[nH]c(=O)c(C(=O)NC3CCC(C)CC3)cc12 (stereo not given)	-0.4	1
32	COc1ccc(-c2c(C)nn3c(N4CCC(O)CC4)c4c(nc23)CCCC4)cc1	2.0	1
33	CCN1C(=O)c2cccc3c(S(=O)(=O)Nc4ccc(O)c(C(=O)O)c4)ccc1c23	-0.3	6
34	COc1cccc(NC(=O)CSc2nc(N)c(C#N)cc2C#N)c1	1.0	-38
35	Cc1ccc(C(=O)CCC(=O)NC2=NCCS2)cc1	-0.3	2
36	COc1cc(NC(=O)CSc2nnc(-c3ccco3)c(-c3ccco3)n2)cc(OC)c1	-0.9	26
37	COc1ccc2oc(=Nc3ccc(C(C)=O)cc3)c(C(=O)NC(C)=O)cc2c1	1.7	0
38	Cc1cc(C(=O)Nc2ccc(S(=O)(=O)Nc3nccs3)cc2)c(C)o1	-1.1	3
39	COc1cc2ccccc2cc1C(=O)NCCC12CC3CC(CC(C3)C1)C2	2.6	-19
40	COc1ccc(/C=C2\N=C(c3ccc(C)c([N+](=O)[O-])c3)OC2=O)c(OC)c1OC	0.6	5

entry	FBW7 act	MITF primary
31	0.0	1
32	-0.1	2
33	0.1	10
34	-0.1	2
35	0.1	-2
36	0.0	9
37	-0.1	2
38	-0.2	20
39	0.6	5
40	0.0	13

# 4 structures out of the list, sorted by number of heavy atoms, descending.
entry	canonical_smiles	GPR151 activ	TEAD-YAP inh
37	COc1ccc2oc(=Nc3ccc(C(C)=O)cc3)c(C(=O)NC(C)=O)cc2c1	1.7	0
25	N/C(Cc1cccc2ccccc12)=N\OC(=O)CSc1ccccc1	-0.8	2
11	CC(C)N(C)C1CCN(S(=O)(=O)c2ccc(C(C)(C)C)cc2)CC1	-0.3	10
28	COc1cc(/C=N/O)ccc1Oc1ccc(NC(C)=O)cc1	-1.4	-6

entry	FBW7 act	MITF primary
37	-0.1	2
25	0.3	16
11	0.8	1
28	-0.1	6

# New compounds follow.
entry	canonical_smiles	GPR151 activ	TEAD-YAP inh
41	CCOC(=O)N1CCC(NC(=O)CN2C(=O)C(CC)Oc3ccccc32)CC1 (stereo not given)	1.1	-1
42	Cc1ccccc1CSc1nc2ccccc2c(=O)n1CCCC(=O)NCC1CCCO1 (stereo not given)	-1.7	6
43	O=C(COc1ccccc1)Nc1ccc([N+](=O)[O-])cc1O	2.4	4
44	CCOc1ccc(Oc2nc(N(CC)CC)nc(N3CCOCC3)n2)nn1	-0.1	8
45	CC(C)(Oc1ccc(Cl)cc1)C(=O)NCC1(c2ccc(F)cc2)CC1	-1.8	-6
46	CO[C@H]1[C@H](NC(=O)CSC)c2ccccc2C12CCN(Cc1cc(F)ccc1F)CC2	-0.7	7
47	O=C(Cc1ccc(F)cc1)Nc1c2c(nn1-c1cccc(Cl)c1)CS(=O)C2 (stereo not given)	1.2	1
48	Cc1cc(C)c2nc(NC(=O)CCOc3ccccc3)sc2c1	1.0	6
49	O=C(NCc1cccs1)C1CC12CCN(C(=O)COc1ccccc1)CC2 (stereo not given)	1.0	1
50	O=Cc1ccccc1-c1ccc(Nc2ccc3c(c2)OCCO3)nc1	-0.2	-76

entry	FBW7 act	MITF primary
41	-0.1	-6
42	0.8	1
43	0.3	4
44	0.2	7
45	0.0	17
46	0.9	19
47	0.0	-6
48	-0.1	6
49	0.0	6
50	-0.1	4

# (listing goes on)
entry	canonical_smiles	GPR151 activ	TEAD-YAP inh
51	CC1(C)C(C=C(Cl)Cl)C1C(=O)Nc1cccnc1 (stereo not given)	0.6	-4
52	CC(C)N1C(=O)CCC1C(=O)N1CCC(Cc2ccccc2)CC1 (stereo not given)	-1.9	12
53	CCOC(=O)c1ccc(N=C2SC(C(=O)NCCc3ccccc3)CC(=O)N2C)cc1 (stereo not given)	-1.4	20
54	NC(=S)CCN1C(=O)c2ccccc2C1=O	0.1	7
55	C=CCn1c(SCC(=O)NC)nnc1C12CC3CC(CC(C3)C1)C2	1.9	-4
56	CCCCN(C)C(=O)c1cc2cc([N+](=O)[O-])cc(OC)c2oc1=O	0.0	0
57	Cc1ccc(Cl)cc1N1CCN(C(=O)c2ccc3nc4ccsc4c(=O)n3c2)CC1	0.1	7
58	COc1ccc(Br)c(C(=O)N2CCN(c3c(C)nn(-c4ccccc4)c3C)CC2)c1	-1.0	-5
59	O=C(c1n[nH]c2c1CCC2)N1CC[C@H]2[C@H](CCC(=O)N2CC2CCCCC2)C1	0.6	-13
60	O=C(NCc1cccs1)c1cccnc1Nc1ccc(F)cc1	-0.3	-4

entry	FBW7 act	MITF primary
51	0.3	8
52	0.5	6
53	0.0	-8
54	-0.2	-1
55	-0.1	-3
56	-0.2	8
57	0.0	-4
58	-0.3	-5
59	0.2	-19
60	0.0	-2

# Next structures
entry	canonical_smiles	GPR151 activ	TEAD-YAP inh
61	COc1ccccc1N1CCN(C(=O)CSc2ccc(Cl)cc2)CC1	0.4	-8
62	Cc1c(C(=O)Nc2ccc(Cl)cn2)sc2ncn(Cc3cccc(F)c3)c(=O)c12	-1.1	-15
63	CCC(Sc1nncn1C)C(=O)Nc1nnc(-c2cc(OC)ccc2OC)s1 (stereo not given)	1.1	-13
64	Cc1nc(N(C)c2ccc(C(C)C)cc2)c2c(C)c(C(=O)Nc3ccc(C(C)C)cc3)sc2n1	0.2	-4
65	COC(=O)c1sccc1N/N=C/c1ccc(OC)c(OC)c1OC	-0.4	-45
66	Cc1cc2c(c(=O)[nH]1)C(=O)NC2	-1.0	-9
67	Cc1cccc(N2CCN(S(=O)(=O)c3ccc4c(c3)n(C)c(=O)c(=O)n4C)CC2C)c1 (stereo not given)	0.4	1
68	COc1ccccc1-n1cc(-c2ccc(Cl)cc2)[nH]c1=S	1.8	5
69	COc1cc(Cc2nccc3cc(OC)c(OC)cc23)c(NC(=O)c2cc(OC)c(OC)c(OC)c2)cc1OC	0.6	-4
70	CCCCCNC(=O)c1c[nH]c2ccc(S(=O)(=O)N(C)c3cccc(C)c3)cc2c1=O	-1.2	-4

entry	FBW7 act	MITF primary
61	0.0	6
62	0.8	27
63	0.1	-9
64	0.0	1
65	0.4	0
66	-0.1	-1
67	0.2	-6
68	-0.1	19
69	0.2	-10
70	0.1	-1

# Remaining list, next part.
entry	canonical_smiles	GPR151 activ	TEAD-YAP inh
71	Cn1cccc1C(=S)N1CCOCC1	2.8	-1
72	Cc1ccsc1CN(C(=O)c1cc2ccccc2oc1=O)C1CCS(=O)(=O)C1 (stereo not given)	-0.1	-7
73	CC(C(=O)OCc1ccc(F)cc1)N1C(=O)C(=O)c2cc(Br)ccc21 (stereo not given)	1.3	0
74	COc1cccc(-c2cc3nc(-c4ccccc4)cc(NCCO)n3n2)c1	-1.4	-2
75	Cc1csc(NC(=O)CSc2nnc3nc(C)cc(C)n23)n1	0.0	2
76	CCCCCn1c(SCc2ccc(C)cc2)nc2cc(C(=O)NCc3ccco3)ccc2c1=O	0.6	-7
77	Cc1ccc2cc(C=C(C#N)C#N)c(N3CCCCC3)nc2c1	0.5	0
78	O=S(=O)(C(=CNc1ccccc1)S(=O)(=O)c1ccccc1)c1ccccc1	-0.4	7
79	C=CCn1c(SCC(=O)Nc2ccc(C(=O)OCC)cc2)nnc1-c1ccncc1	-1.7	16
80	Cc1ccc2oc(=O)c3cc(C(=O)N4CCOCC4)sc3c2c1	0.4	-12

entry	FBW7 act	MITF primary
71	0.1	12
72	-0.2	-9
73	0.1	53*
74	0.1	7
75	-0.1	7
76	0.0	-7
77	0.6	3
78	0.0	15
79	0.6	18
80	-0.2	-4

# The list continues.
entry	canonical_smiles	GPR151 activ	TEAD-YAP inh
81	CC(Cc1cccnc1)N1CCC(CO)(Cc2cccc(F)c2)CC1 (stereo not given)	-1.5	-8
82	COc1cc(C)c(C2C(C#N)=C(N)Oc3n[nH]c(C)c32)cc1C(C)C (stereo not given)	-0.9	31
83	COc1ccccc1-c1c(C)nn2c(SCC(=O)N3CCC(C)CC3)cc(C)nc12	-0.6	0
84	CC(=O)NC(CCS(C)(=O)=O)C(=O)Nc1cccc(Cl)c1 (stereo not given)	0.5	-13
85	CCOc1ccc(/C=C2N=C(/C=C\c3cccc([N+](=O)[O-])c3)OC/2=O)cc1	-1.2	5
86	Clc1cc(NCCN2CCOCC2)ncn1	5.7*!	6&8
87	COc1ccc(CNC(=O)Cn2nc(C(F)(F)F)c(Cl)c2C)cc1	-0.7	-8
88	CCn1cc(SCC(=O)N2N=C(c3cccs3)CC2c2ccc(F)cc2)c2ccccc21 (stereo not given)	-0.5	-3
89	N#Cc1cc(-c2ccnc(Nc3ccc(-c4nn[nH]n4)cc3)n2)cc(N2CCOCC2)c1	-1.0	-8
90	CCCc1cc(=O)[nH]c2nnc(SCC(=O)Nc3cccc([N+](=O)[O-])c3)n12	-1.8	-2
91	O=C(NCCC1=CCCCC1)c1cc2cc(Cl)cc(Cl)c2oc1=O	-0.4	-12
92	N#Cc1c(NC(=O)CN2CCN(Cc3ccccc3)CC2)sc2c1CCCC2	-0.3	5

entry	FBW7 act	MITF primary
81	0.0	-23
82	-0.5	2
83	0.7	7
84	-0.4	14
85	0.4	0
86	0.3&-0.1	12&8
87	0.0	-4
88	0.2	3
89	0.6	-13
90	-0.1	1
91	0.0	-10
92	-0.1	-3
